Bioassay records: PubChem, several laboratories
CaV13 ICDI inh – Primary screen for inhibitors of IQ motif and Ca2+-dependent inactivation inhibitor domain binding in CACNA1D, Förster resonance energy transfer in living cells, …; HEK cells, CFP/YFP FRET ICDI-IQ, plate reader, 10 min; percent FRET-ratio fall versus neutral wells; inhibition, % at 12.3 µM; 340,000 tested, 0.098% active; AID 743397;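 active = mean replicate inhibition of at least 30% and at least 1% of replicates passing that level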;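 also: 0% = median of the neutral control wells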
Exocytosis inh – blocks lytic granule exocytosis | TALL-104 LAMP-1 surface exposure, flow cytometry; cells stimulated with thapsigargin and PMA | inhibition, % at 10 µM | 360,000 tested, 0.66% active;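 active = inhibition above about 55%, limit read from the data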
Vif inh – HIV Vif inhibition | HEK293T cells, Vif self-association by quenched fluorescence, imaging, 24 h | AID 602346 | inhibition, % at 7.49 µM | 340,000 tested, 0.35% active; in the data active = inhibition above about 50%, passing the limit was not always enough; also: some results filed as inactive read as strong as hits
N-glyco inh – N-linked glycosylation inhibition | D54 ERlucT glycosylation luciferase reporter, 24 h; percent of 100 nM tunicamycin response | reporter increase, % at 12.5 µM | 360,000 tested, 0.23% active | AID 588692;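 active = mean luciferase reporter signal, scaled so untreated is 0 and the glycosylation-blocking control 100, at or above a set limit in every replicate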;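 also: luciferase carries N-glycosylation sites so blocking glycosylation raises the light; 0% = median of neutral control wells and 100% = median of 100 nM tunicamycin wells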
PDI inh – inhibitors of human protein disulfide isomerase | 350,000 tested, 0.052% active | inhibition, % at 10 µM | AID 588391 | P07237 | PDI insulin aggregation turbidity, A650, 90 min;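 active = mean inhibition across replicates of 30% or more, whatever share of single replicates reach that level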;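 also: absorbance from insulin aggregation driven by PDI reduction with DTT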
aDG glyco act – alpha-DG glycosylation activation; Pro5-aDG cells, alpha-DG glycosylation AlphaScreen (IIH6); 0% Pro5, 100% B10-LARGE cell signal; activation, % at 10 µM; 360,000 tested, 0.22% active; AID 624168;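 active = activation of at least 8% versus controls, or a plate z-score of at least 8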;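 also: Pro5 are CHO cells carrying HIG-tagged alpha-DG that lacks glycosylation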
Cardio protect – protects H9c2 cardiomyocytes from peroxide injury; H2O2 injury protection, ATPLite, 2 h; protection from H2O2 cell death, % at 20 µM; 360,000 tested, 0.63% active; AID 588492;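 active = compounds giving at least 50% protection of heart cells from peroxide-induced death in the single-dose screen, raw or plate-pattern-corrected value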;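 also: 0% = DMSO wells with peroxide and 100% = DMSO wells without peroxide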
ABCB6 inh MLPCN – inhibitors of human ABC transporter ABCB6 | Q9NP58 | 360,000 tested, 0.19% active | fluorescence ratio to DMSO, % at 10 µM | K562-ABCB6 porphyrin accumulation, flow cytometry, 1 h; hits give low values;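 active = fluorescence ratio to DMSO below 75%, the collection mean minus 3 SD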;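 also: signal is porphyrin accumulated inside mitochondria; 100% equals median channel fluorescence of DMSO control wells; lower ratio means ABCB6 inhibition with less porphyrin fluorescence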
Target sequence (Q9NP58 whole entry, looked up): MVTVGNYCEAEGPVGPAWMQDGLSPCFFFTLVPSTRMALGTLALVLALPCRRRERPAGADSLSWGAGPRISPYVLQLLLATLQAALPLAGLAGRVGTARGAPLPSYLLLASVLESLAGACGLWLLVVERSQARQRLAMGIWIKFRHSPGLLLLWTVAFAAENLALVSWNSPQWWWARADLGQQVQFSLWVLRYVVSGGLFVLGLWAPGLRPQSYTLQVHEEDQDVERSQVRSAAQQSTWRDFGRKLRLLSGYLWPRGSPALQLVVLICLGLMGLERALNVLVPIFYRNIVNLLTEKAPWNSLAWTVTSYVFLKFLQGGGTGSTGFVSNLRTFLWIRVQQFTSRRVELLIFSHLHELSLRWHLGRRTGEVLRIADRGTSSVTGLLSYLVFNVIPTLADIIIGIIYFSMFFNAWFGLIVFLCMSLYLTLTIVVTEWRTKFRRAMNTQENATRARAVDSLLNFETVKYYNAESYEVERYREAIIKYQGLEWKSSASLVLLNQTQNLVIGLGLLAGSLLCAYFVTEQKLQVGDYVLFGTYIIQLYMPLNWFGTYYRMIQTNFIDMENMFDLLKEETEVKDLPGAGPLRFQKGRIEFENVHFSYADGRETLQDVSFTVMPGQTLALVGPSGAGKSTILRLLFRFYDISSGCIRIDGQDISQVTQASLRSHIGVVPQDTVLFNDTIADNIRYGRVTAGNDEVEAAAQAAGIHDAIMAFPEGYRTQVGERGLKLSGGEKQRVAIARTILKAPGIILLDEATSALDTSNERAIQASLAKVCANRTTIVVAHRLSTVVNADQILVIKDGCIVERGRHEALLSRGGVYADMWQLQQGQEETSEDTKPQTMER
m5-HT2A agonist – mouse HTR2A agonism via beta-arrestin recruitment. P35363. CHO-K1 mHTR2A beta-arrestin complementation, luminescence; percent of 30 µM serotonin response. activation, % at 7.6 µM. 360,000 tested, 0.66% active;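 active = activation above a run cutoff, the mean activation of all tested compounds plus 3 SD, cut at about 14% in these data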;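 also: 0% = plate median of compound wells and 100% = 30 µM serotonin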
iPSC survival up – hiPSC single-cell survival enhancement | ATPlite luminescence; 100% = ROCK inhibitor wells, 0% = DMSO | AID 602274 | survival enhancement, % at 20 µM | 360,000 tested, 0.044% active; in the data active = survival enhancement above about 18%;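 also: cells exposed to compounds for 16 hours before the ATP read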
An asterisk follows results filed as active; / = not tested or not shown.

SMILES	CaV13 ICDI inh	Exocytosis inh	Vif inh	N-glyco inh	PDI inh	aDG glyco act	Cardio protect	ABCB6 inh MLPCN	m5-HT2A agonist	iPSC survival up
Cc1nn(-c2ccccc2)c(C)c1NC(=O)COC(=O)c1ccc(NC(=O)CC#N)cc1	-10.3	0.6	1.1	3.5	8.6	0.2	10.5	94.0	4.4	0.6
N#Cc1c(NC(=O)/C=C/C(=O)O)sc2c1CCN(Cc1ccccc1)C2	-1.6	2.6	6.5	2.1	-1.5	0.3	3.0	115.0	-8.5	0.8
O=S(=O)(Nc1ccc(-n2cnnn2)cc1)c1ccccc1F	-5.7	1.4	-2.8	0.1	-15.6	0.2	-5.7	100.0	0.1	1.1
Cc1ccc(C(=O)NCCCN2CCOCC2)c(C)c1	-4.4	3.0	-1.6	1.8	11.8	-0.1	-0.6	95.0	2.7	-0.6
O=C(COC(=O)C1CC2CCCC(C1)C2=O)c1cccc(Br)c1 (configuration not stated)	-6.0	13.1	-3.5	6.1	-17.9	-0.1	-10.2	95.0	0.7	0.7
CCCCC(CC)CNC(=O)c1ccc2c(c1)OCO2 (configuration not stated)	/	-1.1	-0.9	-1.4	0.2	0.1	-7.7	102.0	1.2	-3.9
CCN1C(=O)[C@H]2[C@@H](c3ccc(-c4cccc(Cl)c4)c(OC)c3)N[C@@](Cc3ccccc3)(C(=O)OC)[C@H]2C1=O	-3.8	-0.5	2.1	-5.8	7.7	0.2	5.0	102.0	0.5	-2.7
COc1ccc(CNC(=O)Cn2ccc3cc(S(=O)(=O)N4CCCC4)ccc32)cc1OC	-7.4	-1.4	2.7	2.1	-5.6	-0.2	-2.4	104.0	5.0	0.6
CCCCN1C[C@H](C)[C@@H](CC(=O)Nc2ccc(OC)cc2)C1=O	-6.2	-2.3	19.8	2.6	7.7	-0.2	-2.6	94.0	-0.8	-2.9
Cn1c(N)c(C(=O)COC(=O)C2CCC(C(C)(C)C)CC2)c(=O)n(C)c1=O (configuration not stated)	/	19.2	-2.6	-0.2	-5.0	0.9	1.9	91.0	-0.1	1.8
CSCCC(C(=O)NCc1ccccc1)n1c(Cc2cc(F)cc(F)c2)nc2ccccc21 (configuration not stated)	-9.6	-8.0	/	/	/	-0.2	/	/	2.9	/
CCCN(S(=O)(=O)c1ccc(OCC)cc1)S(=O)(=O)c1cccs1	-3.9	1.8	-0.8	-1.8	-12.2	0.6	-4.1	102.0	-8.1	-3.3
Clc1ccc(Nc2ncnc3c2nnn3Cc2ccccc2)cc1	-15.9	0.6	-3.3	-0.3	-2.5	0.0	-0.9	100.0	1.0	-0.6
COc1ccc2cc(S(=O)(=O)NC3CC(C)(C)NC(C)(C)C3)ccc2c1	/	-3.2	/	/	-3.7	-0.2	11.1	96.0	-0.7	-0.3
Cn1c(=O)[nH]c(=O)c2c1nc(SCC(O)CO)n2Cc1ccccc1Cl (configuration not stated)	-8.8	-2.3	-0.8	5.3	0.6	0.1	-0.2	99.0	-0.1	2.4
N#Cc1ccccc1S(=O)(=O)c1ccccc1C(=O)Nc1ccccc1	-4.7	-1.5	17.5	1.3	0.2	-0.1	8.8	96.0	3.6	-0.5
O=C(Nc1ccccc1)Nc1nnc(COc2ccccc2F)s1	-11.9	-2.5	0.2	0.7	5.7	-0.2	-14.7	98.0	7.2	1.0
COc1ccc(NC(=O)CN(C)C(=O)CCC(=O)c2ccc(C)cc2)cc1	-5.8	-1.0	-0.4	1.2	1.9	-0.1	-7.1	102.0	-3.9	0.1
COc1cccc(C2=Cc3ccc(F)cc3C(CC(C)=O)N2c2ccc(C#CC3(O)CCCCC3)cc2)c1 (configuration not stated)	-6.2	14.3	/	/	/	-0.3	/	95.0	-3.7	0.0
Cc1noc(C)c1COC(=O)COc1ccc(C#N)cc1	-4.9	-2.2	18.6	2.2	4.5	-0.3	-11.1	89.0	4.3	-0.9
COc1ccc2cc(CO)c3cc(OC)c(OC)cc3c2c1	-3.8	43.5	2.3	-5.4	-6.5	0.0	4.7	94.0	-0.8	1.6
CCS(=O)(=O)c1nc(S(=O)(=O)c2ccc(C)cc2)c(N2CCCC2)s1	-3.5	2.5	-1.5	0.3	2.7	-0.2	3.5	86.0	-9.0	0.1
O=C(CN(Cc1ccccc1Cl)C(=O)CCC(=O)Nc1nccs1)NCC1CCCO1 (configuration not stated)	-4.1	-0.8	-1.0	1.6	2.5	0.2	-0.7	99.0	1.2	0.5
CCc1ccc(N(CC(=O)NCc2ccc3c(c2)OCO3)C(=O)c2csnn2)cc1	-4.6	6.5	-7.9	1.6	-4.7	0.1	0.7	98.0	-0.6	-0.5
CCCCNC(=O)NC1(C(F)(F)F)Oc2ccccc2O1	/	1.5	-3.3	-4.4	0.0	0.8	14.6	101.0	-1.7	-2.0
CCN(CC)Cc1ccc(NC(=O)c2sc3cc(Cl)ccc3c2Cl)cc1	7.3	81.1*	-6.3	-16.9	0.5	0.1	-4.5	98.0	-5.5	0.0
N#Cc1ccc(-c2ccc(OCC(O)CN3CCOCC3)cc2)cc1 (configuration not stated)	-7.0	0.8	2.6	0.1	-9.0	0.9	-2.4	95.0	-4.2	5.9
COc1ccc(N(C(=O)C(C)C)S(=O)(=O)c2ccc3c(c2)n(C)c(=O)n3C)cc1	/	0.6	8.9	3.2	-1.6	0.3	5.8	106.0	0.8	4.3
O=C1NC(=O)C(Cc2ccc(Cl)cc2)(c2ccccc2)N1 (configuration not stated)	-8.9	2.0	0.3	0.4	-25.7	0.1	-3.8	98.0	-0.7	-1.2
COc1cc(OC)cc(C(=O)OCn2nnc3ccccc3c2=O)c1	-10.1	3.5	25.1	0.9	/	-0.2	2.6	98.0	3.0	-1.0
CCCC(CCC(=O)Nc1nccs1)C(=O)O (configuration not stated)	-8.8	-1.1	1.2	2.0	-1.7	-0.2	4.0	104.0	-0.8	0.9
O=C(NNC(=O)C1CC=CCC1)c1cccc(Br)c1 (configuration not stated)	-20.4	2.0	21.9	1.5	-2.5	0.1	0.7	98.0	-0.8	-0.4
O=C(CN1CCN(Cc2ccccc2)CC1)NCCNc1ccc([N+](=O)[O-])cn1	-2.3	-3.9	17.2	2.6	1.4	1.5	5.3	104.0	-1.6	-0.7
O=C(NCCCn1ccnc1)/C(=C/c1ccccc1)NC(=O)c1ccccc1	/	2.8	3.4	3.1	1.7	0.2	8.2	99.0	-2.6	1.1
CCN(c1cccc(C)c1)S(=O)(=O)c1ccc(-n2cccn2)cc1	-1.4	-1.5	-0.2	-0.1	1.2	0.1	-7.8	98.0	5.2	-0.5
CC1Sc2ccc(S(=O)(=O)CCC(=O)N(C)Cc3ccco3)cc2NC1=O (configuration not stated)	-1.9	-0.2	-5.8	-1.9	-4.7	0.2	-1.5	87.0	-2.8	-0.6
CN(C)c1ccc(C(O)Cc2nc3ccccc3n2C)cc1 (configuration not stated)	-7.4	12.8	120.3*	-10.9	6.3	-0.1	-6.1	102.0	-2.7	-0.6
Nc1cc(Br)cc2c1[nH]c(=O)c1ccccc12	-4.8	0.2	0.6	2.0	0.2	-0.1	46.1	98.0	-0.8	0.6
CC(=O)Nc1ccc(N/C(C)=C/C(=O)c2cccnc2)cc1	-18.7	2.5	-5.3	-1.2	3.3	-0.3	2.3	103.0	6.3	0.8
CCn1cc(Br)c(C(=O)Nc2ccc(C(=O)OC(C)C)cc2)n1	-8.6	-1.6	-15.1	-0.7	-2.3	0.3	-4.7	102.0	4.3	2.8
CN(C)c1ccc2c(=O)cc[nH]c2c1	-12.0	-19.1	-2.1	-0.6	/	-0.3	2.5	98.0	-0.1	0.3
CCOc1ccc2nc(N3CCCC(C(=O)NCCCN4CC(C)CC(C)C4)C3)sc2c1 (configuration not stated)	-5.9	17.0	-2.1	-4.5	10.4	4.8	-4.1	100.0	3.2	-0.5
COc1ccc(N2CCN(C(=O)[C@@H]3CCCN3C3=NS(=O)(=O)c4ccccc43)CC2)cc1	-5.3	0.7	-2.4	-2.4	-0.3	0.1	-0.5	101.0	1.8	0.2
CCOC(=O)[C@]12CCC=C1N(Cc1ccc3c(c1)OCO3)C(=O)[C@H](CC(=O)NCC13CC4CC(CC(C4)C1)C3)C2	-9.2	0.3	/	/	/	-0.2	/	96.0	-4.9	0.2
CCNC(=O)N1CCCC(C(=O)c2ccc3cc(OC)ccc3c2)C1 (configuration not stated)	-4.5	-3.3	2.9	0.2	-3.7	0.4	5.3	106.0	1.5	2.5
CC1=CC=CC2=NC(=O)CC(C)(C(=O)N(CC(=O)NC3CCCC3)Cc3ccc(Cl)cc3)N12 (configuration not stated)	-6.9	-25.0	-23.2	-0.3	-2.8	0.0	-3.6	95.0	12.4	-0.5
O=C1CN(C(=O)COC(=O)c2c(F)cccc2Cl)c2ccccc2N1	-6.5	-1.8	-1.5	0.4	0.1	0.0	3.3	95.0	5.1	-0.4
O=C(CSc1cccc[n+]1[O-])Nc1cc(S(=O)(=O)N2CCOCC2)ccc1N1CCOCC1	-4.9	0.9	/	1.7	-8.3	0.2	2.5	85.0	1.0	0.4
O=[N+]([O-])c1ccc(CNc2ccc(Cl)cc2)s1	-3.2	11.2	0.5	7.8	-30.2	0.3	-9.5	116.0	-6.0	-0.1
O=C1CCC(C(=O)N2CCN(c3ccccc3)CC2)CN1CC1CCCCC1 (configuration not stated)	/	-3.1	-4.5	-0.4	-3.2	0.1	-5.1	100.0	-3.4	-0.5
Next section
SMILES	CaV13 ICDI inh	Exocytosis inh	Vif inh	N-glyco inh	PDI inh	aDG glyco act	Cardio protect	ABCB6 inh MLPCN	m5-HT2A agonist	iPSC survival up
CC(Oc1cccnc1[N+](=O)[O-])C(=O)Nc1ccc(F)cc1 (configuration not stated)	-3.8	7.1	-2.5	-0.3	4.9	-0.4	1.1	97.0	-5.2	-0.4
COc1cc(C2CC(=O)NC3=C2C(=O)CC(C)(C)C3)cc(OC)c1O (configuration not stated)	-7.1	1.1	-6.4	1.0	11.3	-0.2	-6.7	98.0	-3.2	12.5
O=C(O)c1ccccc1N/C=C\[N+](=O)[O-]	-2.7	-2.8	2.1	0.1	-2.1	0.0	1.2	100.0	-3.9	-2.1
O=C(CNc1cccc(S(=O)(=O)N2CCOCC2)c1)Nc1ccc(C(F)(F)F)cc1	-5.9	20.1	-25.8	0.8	-2.7	-0.1	-13.3	97.0	2.4	-0.2
N#CCN1C(=O)C(=O)N(Cc2cccc(Cl)c2)C1=O	-3.2	-6.6	-6.7	-0.3	-71.2	0.2	-1.6	95.0	4.2	-0.8
Cc1cc(/C=C(\C#N)C(=O)NCc2cccs2)c(C)[nH]1	-6.7	-1.4	-8.6	4.2	2.2	-0.1	1.3	100.0	-3.3	-1.3

Entries listed above shown as hits in Vif inh:
smiles,CaV13 ICDI inh,Exocytosis inh,Vif inh,N-glyco inh,PDI inh,aDG glyco act,ABCB6 inh MLPCN,m5-HT2A agonist
CN(C)c1ccc(C(O)Cc2nc3ccccc3n2C)cc1 (configuration not stated),-7.4,12.8,120.3*,-10.9,6.3,-0.1,102.0,-2.7

Structural class, those above containing a CF3 group
SMILES	CaV13 ICDI inh	Exocytosis inh	Vif inh	N-glyco inh	PDI inh	aDG glyco act	Cardio protect	ABCB6 inh MLPCN	m5-HT2A agonist	iPSC survival up
CCCCNC(=O)NC1(C(F)(F)F)Oc2ccccc2O1	/	1.5	-3.3	-4.4	0.0	0.8	14.6	101.0	-1.7	-2.0
O=C(CNc1cccc(S(=O)(=O)N2CCOCC2)c1)Nc1ccc(C(F)(F)F)cc1	-5.9	20.1	-25.8	0.8	-2.7	-0.1	-13.3	97.0	2.4	-0.2
